Compound activity deposited in PubChem BioAssay by several laboratories.
CHT block = inhibits the human high affinity choline transporter | Q9GZV3 | B-score at 10 µM | 310,000 compounds, 0.86% hits | CHT-expressing cells, membrane potential dye, choline response; active compounds read low;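 active means B-score over 3 SD under the library average, and starting fluorescence ratio not unusually high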;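 further: choline stimulus applied at its EC90 after an EC20 pre-addition; B-score computed on integrated fluorescence ratio after choline addition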
Target sequence (Q9GZV3 whole entry, looked up): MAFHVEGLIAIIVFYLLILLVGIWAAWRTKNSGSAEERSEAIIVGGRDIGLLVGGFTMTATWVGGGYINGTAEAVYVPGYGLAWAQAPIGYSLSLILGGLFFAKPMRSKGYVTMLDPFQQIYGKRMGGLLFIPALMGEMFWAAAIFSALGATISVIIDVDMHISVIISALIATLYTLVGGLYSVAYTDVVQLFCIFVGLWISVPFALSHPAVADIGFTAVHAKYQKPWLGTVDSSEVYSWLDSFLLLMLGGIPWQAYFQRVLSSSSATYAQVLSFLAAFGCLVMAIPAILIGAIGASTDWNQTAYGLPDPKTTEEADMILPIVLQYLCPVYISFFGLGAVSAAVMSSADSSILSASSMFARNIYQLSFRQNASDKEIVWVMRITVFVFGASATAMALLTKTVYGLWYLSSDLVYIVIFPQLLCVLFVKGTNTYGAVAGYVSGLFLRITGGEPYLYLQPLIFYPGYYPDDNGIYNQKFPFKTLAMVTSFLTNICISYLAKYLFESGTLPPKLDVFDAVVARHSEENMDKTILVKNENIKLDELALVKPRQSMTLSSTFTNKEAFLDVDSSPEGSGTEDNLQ
STK33 inh = blocks human STK33 kinase activity. 320,000 compounds, 0.073% hits. inhibition, % at 10 µM. AID 2661. Q9BYT3. purified STK33, MBP phosphorylation, ADP-Glo luminescence;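 active means inhibition at or above 25%, using the most active replicate where run in duplicate; inactive means inhibition below 25%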
CHT allo act = human CHT allosteric activation; CHT-expressing cells, membrane potential dye, choline EC20; active compounds read high; LV-AA mutant CHT in HEK293 cells; Q9GZV3; 310,000 compounds, 0.49% hits; B-score at 10 µM; AID 488977;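 active means initial fluorescence not abnormally high and integrated response B-score, plate-corrected, over 3 SD above library mean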
* = called active by the depositor; i = inactive; / = not tested or not shown. An unsorted share of the library; 1.5% or so of the library scored in one or more.

The opening two records (preview)
mol,CHT block,STK33 inh,CHT allo act
O=C(CSc1nncn1-c1ccccc1)Nc1cc(F)ccc1F,i,-1.7,i
Cc1cc2cc(CNC(=S)Nc3ccc(OC(F)(F)F)cc3)ccc2n1C,i,-0.4,i

The listing (from the top)
mol,CHT block,STK33 inh,CHT allo act
O=C(CSc1nncn1-c1ccccc1)Nc1cc(F)ccc1F,i,-1.7,i
Cc1cc2cc(CNC(=S)Nc3ccc(OC(F)(F)F)cc3)ccc2n1C,i,-0.4,i
O=C(COc1ccc(Cl)cc1)N(Cc1cccs1)C1CCS(=O)(=O)C1 (stereo not given),i,-0.6,i
CC(C)(C)c1ccc(COc2ccsc2C(=O)O)cc1,i,-1.9,i
COc1ccc(NS(=O)(=O)c2ccc3c(c2)CCCN3C(C)=O)cc1,i,-0.6,i
COc1ccc(OCCSc2nc3ccccc3n2CCC(=O)O)cc1,i,-1.3,i
Cc1nnsc1C(=O)N1CCCC(C(=O)c2ccc(C(F)(F)F)cc2)C1 (stereo not given),i,-1.3,i
Cc1nnc(SC(C)C(=O)NC2CCCCC2C)n1N (stereo not given),i,-0.7,i
COC(=O)c1sccc1NC(=O)Nc1cccc(C)c1,i,5.3,i
COC(=O)CSc1nnc(-c2c[nH]c3ccccc23)o1,i,0.4,i
Oc1ccccc1-c1cc(-c2cccc(F)c2)n[nH]1,i,2.0,i
CCCN(CCC)C1Sc2ccc(C(=O)OC)cc2NC1=O (stereo not given),i,-0.5,i
COc1ccc(-c2c(C)oc3cc(O)cc(O)c3c2=O)cc1OC,i,-0.5,i
O=C(Cn1cnc2c(cnn2-c2ccc(F)cc2)c1=O)NCC1CCCO1 (stereo not given),i,0.7,i
Cc1ccc(Sc2ncccc2C(=O)NCc2cc([N+](=O)[O-])ccc2O)cc1C,i,-0.6,i
CC(=O)c1cccc(NC(=O)CN(C)S(=O)(=O)c2cccc3nsnc23)c1,i,-0.2,i
O=C(Cc1ccccc1)Nc1cccc(-c2nnc(-c3ccco3)o2)c1,i,-1.3,i
Cc1ccc2c(C)c(C(=O)NCCN3CCOC3=O)oc2c1C,i,-0.9,i
CCCCN(C)C(=O)CNC(=O)c1nn(-c2ccc(OC)cc2OC)c(=O)c2ccccc12,i,-0.3,i
O=C(Nc1cccc(S(=O)(=O)N2CCCCCC2)c1)C1CCN(C(=O)c2ccc(F)cc2)CC1,i,0.0,i
Cc1nc(NCCN)c(C#N)c2c1COC(C)(C)C2,i,-0.1,i
O=C(CSc1nc(=O)n2ccccc2n1)Nc1ccc2c(c1)OCO2,i,-1.5,i
CCCCOc1cccc(-c2nnc(N)s2)c1,i,0.3,i
O=C1CCCN1CC(O)CS(=O)(=O)Cc1ccccc1 (stereo not given),i,-2.0,i
O=S(=O)(NCCc1ccc(F)cc1)c1cccc2cccnc12,i,0.3,i
COc1cccc(N2C(=O)C3NN=C(C(=O)CN4C(=O)c5ccccc5C4=O)C3C2=O)c1 (stereo not given),i,-1.5,i
Cc1ccc(NC(=O)CSc2nc(N)c3c4c(sc3n2)CSC(C)(C)C4)cc1,i,-1.0,i
CCOC(=O)c1ccc(NC(=O)C2CCN(S(=O)(=O)c3c(C)nn(C)c3C)CC2)cc1,i,0.0,i
Cc1ccc(S(=O)(=O)NC(=O)NCCCN2CCOCC2)cc1,i,-1.5,i
CCC(Sc1nc(C)cc(C)n1)C(=O)Nc1ccc(Cl)cn1 (stereo not given),i,0.4,i
Cc1ccccc1OCc1nc(-c2ccc(-n3cccc3)cc2)no1,i,-2.4,i
CCOCCCNCc1cccc(OC)c1,i,-0.6,i
N/C(=N\OC(=O)Cc1cccs1)c1ccc(Cl)cc1,i,-0.7,i
COc1cccc(C(=O)CSc2nc3cccnc3n2C)c1,i,0.7,i
CC(C)C(C(=O)Nc1ccccc1)N1C(=O)c2ccccc2C1=O (stereo not given),i,-0.8,i
COC(=O)CSc1nnc(Cc2ccccc2)n1-c1ccc(C)cc1,i,-0.3,i
O=C(NCc1ccc(F)cc1)c1cc2n(n1)C(C(F)(F)F)CC(C1CC1)N2 (stereo not given),i,0.0,i
CN(C)c1ccc(C(CNC(=O)c2cccs2)N(C)C)cc1 (stereo not given),i,-1.3,i
C/C(=N\NC(=O)COc1ccccc1-c1ccccc1)c1ccc(O)cc1O,i,-0.7,i
CCC(C)(C)n1nnnc1C(c1cccs1)N1CCN(c2nc3ccccc3s2)CC1 (stereo not given),i,-3.8,i

Taken from above:
Under STK33 inh, `N/C(=N\OC(=O)Cc1cccs1)c1ccc(Cl)cc1` is listed with -0.7
Under STK33 inh, `O=C(NCc1ccc(F)cc1)c1cc2n(n1)C(C(F)(F)F)CC(C1CC1)N2` (stereo not given) is listed with 0.0

Other records follow:
mol,CHT block,STK33 inh,CHT allo act
COc1ccc(-c2ccc(C#N)c(SCC(=O)OCc3ccccc3)n2)cc1OC,i,1.1,i
O=C(COc1ccccc1C(=O)N/N=C\c1ccc(O)c(O)c1)N/N=C/c1ccc(O)c(O)c1,i,2.0,i
CCOc1ccc(CCNC(=O)CCN2C(=O)COc3ccccc32)cc1OCC,i,-0.9,i
CCC1=Nc2cc(C(=O)NCCN3CCCC3)ccc2Sc2ccccc21,i,0.3,i
CC(=O)Oc1ccc(N2C(=O)CCC2=O)cc1,i,-0.1,i
Cc1ccc(C(=O)NCC(=O)Nc2cccc(S(=O)(=O)NC3=NCCCCC3)c2)cc1C,i,0.1,i
COc1ccc(C2=NOC(C(=O)N3CCCc4ccccc43)C2)cc1 (stereo not given),i,-0.8,i
COc1cc(NC(=O)c2cc3nc(-c4ccccc4)cc(-c4ccccc4)n3n2)cc(OC)c1OC,i,0.6,i
COc1cccc(CNC(=O)C2CC(=O)N(C3CCCCC3)C2)c1 (stereo not given),i,1.1,i
Cc1ccc(C)c(N2CCN(C(=O)c3ccccc3Br)CC2)c1,i,-1.2,i
COc1ccc(CN2CC34C=CC(O3)C(C(=O)O)C4C2=O)cc1 (stereo not given),i,-0.3,i
CCOC(=O)CNc1ccc(C(=O)OCC)cc1[N+](=O)[O-],i,1.0,i
O=C(CSc1nc(-c2ccccc2)nc2ccc(F)cc12)Nc1ccc(C(=O)O)cc1,i,-0.2,i
O=[N+]([O-])c1c(NCCCO)cc(N2CCN(Cc3ccc4c(c3)OCO4)CC2)c2nonc12,i,-1.8,i
O=C1NC(=O)C(CC(=O)N(Cc2ccco2)C2(C(=O)NC3CCCC3)CCCCC2)N1 (stereo not given),i,-0.3,i
O=C1CC(c2cc([N+](=O)[O-])ccc2Cl)c2c(ccc3ccccc23)N1 (stereo not given),i,/,i
O=C(Nc1ccc(F)cc1F)Nc1sccc1-c1nc2ccccc2s1,i,-0.9,i
CC/C(=N/NS(=O)(=O)c1ccc(Cl)cc1)c1ccc(O)cc1,i,-2.6,i
CCC(C)[C@H](NC(=O)NCc1cccnc1)C(=O)OC (stereo not given in full),i,-0.6,i
COC(=O)C1SCC2C(=O)N(Cc3cccc(C)c3)CC(=O)N21 (stereo not given),i,-1.7,i
O=C(NCc1ccccc1)C(=O)Nc1nc(C23CC4CC(CC(C4)C2)C3)cs1,i,/,i
COc1cccc(C=Nc2ccc3c(c2)OCCO3)c1O,i,-1.0,i
CCCCN(CC)CCCNC(=O)CN1C(=O)CSc2ccc(S(=O)(=O)N3CCOCC3)cc21,i,-2.2,i
COc1ccc(NC(=S)N2CCN(CCN3C(=O)c4cccc5cccc(c45)C3=O)CC2)cc1,i,-0.9,i
CCCCCCC1CC(CC(=O)Nc2ccc([N+](=O)[O-])cc2)C(=O)O1 (stereo not given),i,-0.9,i
COc1cc2c(C(=O)NCCCOC(C)C)cn(CC(C)C)c(=O)c2cc1OC,i,-2.1,i
O=C(/C=C/c1ccccc1)C1=C(O)C(=O)N(CCO)C1c1ccccc1[N+](=O)[O-] (stereo not given),i,0.6,i
CNc1c(NS(=O)(=O)c2ccc(CC(C)C)cc2)c(=O)oc2ccccc12,i,-0.3,i
O=C(Nc1ccccc1)Nc1cccc(-c2cn3cccnc3n2)c1,i,1.1,i
O=C(CC1(O)C(=O)Nc2ccccc21)c1cccc(Br)c1 (stereo not given),i,-1.9,i
COCCOC(=O)CC1=NC(=O)CS1,i,0.8,i
CCc1nonc1NC(=O)c1oc2ccc(C)cc2c1C,i,0.0,i
COC(=O)c1ccc(OCC2NCCc3cc(OC)c(OC)cc32)cc1 (stereo not given),i,0.5,i
Cc1ccc(-c2c(C#N)c(N)nc3c2CCCCC3)o1,i,1.4,i
Cc1ccc(S(=O)(=O)N(C)c2ccccc2C(=O)N2CCCC2)cc1,i,-0.7,i
CCOc1ccc(S(=O)(=O)n2nc(C)c(S(=O)(=O)N3CCOCC3)c2C)cc1,i,-0.9,i
CCN(C(=O)c1cc2c(=O)n3cccc(C)c3nc2s1)C1CCCCC1,i,0.1,i
NC(=O)CCC(C(=O)O)N1C(=O)c2ccc(O)cc2C1=O (stereo not given),i,-1.0,i
CCOc1ccc(CNC(=O)CCC(=O)N2Cc3cccc(OC)c3Oc3ncccc32)cc1,i,-0.3,i
Cc1ccn2c(NC3CCCC3)c(-c3cccs3)nc2c1,i,0.3,i
COc1cc(NC2c3ccccc3C(=O)N2Cc2ccc3c(c2)OCO3)cc(OC)c1OC (stereo not given),i,0.5,i
COC(=O)C(NS(C)(=O)=O)(c1c(C)[nH]c2ccccc12)C(F)(F)F (stereo not given),i,-1.2,i
COc1cccc(C2CC(c3ccccc3OC)n3nc(N)nc3N2)c1 (stereo not given),i,-3.3,i
O=C(N[C@@H](Cc1ccccc1)C(=O)OCc1ccccc1)c1nc[nH]c1C(=O)NC(c1ccccc1)c1ccccc1,i,-0.4,i
COc1ccc(C(=O)Nc2nccs2)cc1,i,-0.6,i
CCOC(=O)c1sc(NC(=O)c2cc3n(n2)C(C(F)(F)F)CC(c2cccs2)N3)c(C(=O)OCC)c1C (stereo not given),i,-0.4,i
CN(C)C1(CNC(=O)C2CCN(S(=O)(=O)c3cc(Cl)ccc3Cl)CC2)CCCCC1,i,0.2,i
CSc1nc2[nH]c3c(c2c2nncn12)CC(C)(C)OC3,i,2.6,i
O=C(NC(CSCc1ccccc1)C(=O)N/N=C/c1ccc(O)cc1O)c1ccc([N+](=O)[O-])cc1 (stereo not given),i,-3.5,i
CCO[C@@H]1OC(C(=O)Nc2ccccc2)=C[C@H](C)[C@H]1CCCO,i,0.0,i
CCn1c(Cc2c(C)[nH]c3ccccc23)nnc1SCC(N)=O,i,-3.0,i
C/C(Cl)=C/Cn1c(=O)c2c(nc(Br)n2Cc2ccccc2)n(C)c1=O,i,2.6,i
CC(=O)Cc1nsc(NC(=O)c2ccc(-c3cc(C(F)(F)F)ccc3Cl)o2)n1,i,-1.3,i
Cc1cccc(NC(=O)CCc2nc3sc4c(c3c(=O)[nH]2)CCCC4)n1,i,-1.2,i
O=C(Nc1ccccc1)c1ccccc1NC(=O)c1ccccc1[N+](=O)[O-],i,-1.2,i
N=c1oc2ccccc2cc1-c1nc(-c2ccccc2)cs1,i,-0.4,i

Compound profiles, as listed above. Values in the order: CHT block | STK33 inh | CHT allo act
`CCC(C)[C@H](NC(=O)NCc1cccnc1)C(=O)OC` (stereo not given in full) is listed with i | -0.6 | i
`Cc1ccc(C(=O)NCC(=O)Nc2cccc(S(=O)(=O)NC3=NCCCCC3)c2)cc1C` is listed with i | 0.1 | i
`CN(C)C1(CNC(=O)C2CCN(S(=O)(=O)c3cc(Cl)ccc3Cl)CC2)CCCCC1` is listed with i | 0.2 | i
`CCN(C(=O)c1cc2c(=O)n3cccc(C)c3nc2s1)C1CCCCC1` is listed with i | 0.1 | i
`Cc1ccccc1OCc1nc(-c2ccc(-n3cccc3)cc2)no1` is listed with i | -2.4 | i

Following part:
mol,CHT block,STK33 inh,CHT allo act
CCCCNC(=O)Nc1cc(C(F)(F)F)c[nH]c1=O,i,2.8,i
Cc1onc(-c2ccccc2)c1C(=O)N1CCN(c2ccccc2F)CC1,i,2.6,i
CCC(=O)N1N=C(c2ccccc2)CC1c1ccccc1 (stereo not given),i,-0.1,i
CCOC(=O)Nc1ccc2c(c1)N(C(=O)CN1CCN3CCCC3C1)c1ccccc1CC2 (stereo not given),i,-1.3,i
CC(NC(=O)COc1ncnc2cc([N+](=O)[O-])ccc12)c1ccccc1 (stereo not given),i,-0.9,i
Cc1ccc(NC(=O)CSc2nc3ccccc3c(=O)n2CC2CCCO2)cc1 (stereo not given),i,-0.8,i
CC(=O)NC(c1ccccc1)c1cccnc1 (stereo not given),i,-1.6,i
CC1(c2ccc(OC(F)F)cc2)NC(=O)N(CC(=O)Nc2ccc(F)cc2)C1=O (stereo not given),i,-0.9,i
O=C(Nc1ccc(Cl)c(Cl)c1)Nc1ccon1,i,0.5,i
O=C(C(Cc1ccccc1)n1cccc1)N1CCN(C2CCCCC2)CC1 (stereo not given),i,-1.4,i
CC1=CSC2=NC(C(F)(F)F)(C(F)(F)F)NC(=O)N12,i,-1.1,i
Cn1nc(C(F)(F)F)c2cc(NC(=O)OCc3ccc(F)cc3)sc21,i,-0.2,i
COc1ccccc1-c1cc(C(F)(F)F)nc(NCc2ccco2)n1,i,-0.1,i
